Assay outcomes: PubChem BioAssay, Johns Hopkins Ion Channel Center
KCNK9 block: KCNK9 potassium channel inhibitors, primary screen, HEK293 cells, thallium flux | B-score at 10 µM | 1.2% of 310,000 active | FluxOR thallium flux fluorescence; hits give low values | AID 488922, 2010;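 active means ratio B-score over 3 SD below the library mean, with starting fluorescence within 5 SD of its mean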;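 further: negative B-score means less thallium flux so channel inhibition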
KCNQ1 act: potentiators or activators of KCNQ1 channel, primary screen, cell-based, thallium flux, high-throughput; 0.35% of 310,000 active; Potassium voltage-gated channel subfamily KQT member 1 (Homo sapiens), P51787; CHO-K1 KCNQ1, thallium flux FluxOR fluorescence; hits give high values; B-score at 10 µM;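 active means fluorescence ratio B-score, a plate-corrected score, at least three library SD, with initial intensity B-score within 5 SD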
Target sequence (P51787 whole entry, looked up): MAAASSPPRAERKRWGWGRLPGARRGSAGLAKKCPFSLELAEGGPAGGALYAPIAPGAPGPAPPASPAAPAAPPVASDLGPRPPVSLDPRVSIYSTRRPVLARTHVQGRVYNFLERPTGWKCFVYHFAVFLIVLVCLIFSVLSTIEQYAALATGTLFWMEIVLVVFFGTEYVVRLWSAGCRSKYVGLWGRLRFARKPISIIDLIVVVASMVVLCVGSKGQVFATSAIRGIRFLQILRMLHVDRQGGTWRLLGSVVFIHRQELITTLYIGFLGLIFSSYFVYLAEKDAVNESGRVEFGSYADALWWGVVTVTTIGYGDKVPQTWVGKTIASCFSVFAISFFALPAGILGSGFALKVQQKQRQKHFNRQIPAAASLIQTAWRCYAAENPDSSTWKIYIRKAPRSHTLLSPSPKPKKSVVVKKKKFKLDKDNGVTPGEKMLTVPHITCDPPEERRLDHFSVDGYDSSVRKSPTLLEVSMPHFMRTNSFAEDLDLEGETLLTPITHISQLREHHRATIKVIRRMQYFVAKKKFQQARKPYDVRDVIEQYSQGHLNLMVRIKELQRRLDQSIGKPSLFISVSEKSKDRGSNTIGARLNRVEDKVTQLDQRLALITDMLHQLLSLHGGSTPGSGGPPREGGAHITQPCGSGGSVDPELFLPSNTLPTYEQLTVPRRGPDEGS
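Assay system: CHO-K1 cells stably expressing KCNQ1. Medium: assay buffer for compound exposure, DMSO matched across wells. Timing: 37 °C overnight plating, 90-min dark dye load, 20-min compound pretreatment. Signal: kinetic FluxOR fluorescence, 10 s baseline plus 110 s post-stimulus.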
KCNK3 inh: human KCNK3 channel inhibitors, primary screen, CHO cells, FluxOR thallium flux, B-score; Potassium channel subfamily K member 3 (Homo sapiens), O14649; FluxOR fluorescence; hits give low values; B-score at 10 µM; 0.84% of 340,000 active; AID 602410, 2012;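 active means B-score under library mean minus 4 SD, starting fluorescence ratio at most library mean plus 5 SD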;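 further: more negative B-score means stronger inhibition of thallium flux through KCNK3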
Target sequence (O14649 whole entry, looked up): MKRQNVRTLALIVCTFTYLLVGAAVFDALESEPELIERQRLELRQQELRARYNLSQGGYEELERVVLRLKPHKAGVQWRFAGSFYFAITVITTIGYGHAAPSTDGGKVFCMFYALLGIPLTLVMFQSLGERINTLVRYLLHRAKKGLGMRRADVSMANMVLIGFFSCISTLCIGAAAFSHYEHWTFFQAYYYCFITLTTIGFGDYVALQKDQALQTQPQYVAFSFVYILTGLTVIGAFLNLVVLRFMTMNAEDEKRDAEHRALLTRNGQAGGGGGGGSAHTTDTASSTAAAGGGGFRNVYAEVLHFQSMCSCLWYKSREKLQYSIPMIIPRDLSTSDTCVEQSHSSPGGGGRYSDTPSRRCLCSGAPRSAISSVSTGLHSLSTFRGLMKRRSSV
RGS4 pot: RGS4 potentiators or activators, primary screen, cell-based, HEK293 M3R inducible RGS4, calcium flux; B-score at 10 µM; AID 463111, 2010; 0.92% of 310,000 active; carbachol calcium flux Fluo4; hits give low values;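 active means B-score of the integrated calcium signal more than 4 SD below the library mean, with starting fluorescence not abnormally high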;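 further: negative B-score means reduced calcium response which marks RGS4 activation or potentiation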
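test system = M3R-expressing HEK293 line, RGS4 induced by doxycycline | probe or stimulus = carbachol at ECmax as muscarinic agonist stimulus | timing = dye loading 30 min 37 °C, buffer rest 30 min RT | signal = calcium dye Fluo4 fluorescence | evaluation = B score from integrated fluorescence ratio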
MrgX1 allo act: positive allosteric modulators of MrgX1, primary screen, HEK293 cells, Fluo-4 calcium flux; Mas-related G-protein coupled receptor member X1 (Homo sapiens), Q96LB2; FDSS; hits give high values; B-score at 10 µM; 0.63% of 310,000 active;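 active means plate-corrected calcium response at least 3 library SD above typical, normal starting fluorescence, not activating the receptor alone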;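 further: compound read alongside a low EC10 to EC30 dose of BAM8-22 agonist; peak minus trough fluorescence over baseline measured at the second addition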
ANO1 block: TMEM16A chloride channel inhibitors, primary screen, cell-based, HTS; Anoctamin-1 (Mus musculus), Q8BHY3; HEK293 TMEM16A/YFP iodide influx fluorescence, ionomycin; normalized B-score (activity score, 25-100; higher = stronger inhibition) at 10 µM; 1.2% of 310,000 active; AID 588511, 2011;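 active means ratio plate-corrected score three or more library SD toward inhibition, starting fluorescence score within five deviations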;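 further: score derived from kinetic fluorescence span divided by baseline fluorescence per well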
TMEM16A act: TMEM16A chloride channel activators or potentiators, primary screen, cell-based, HTS; B-score at 10 µM; 0.3% of 340,000 active; AID 623877, 2012; HEK293 TMEM16A/YFP-H148Q/I152L, iodide quench fluorescence; hits give low values;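 active means fluorescence-ratio B-score plate-corrected deviation score at least 3 library SD below zero, with starting fluorescence score within 5 deviations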;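 further: channel opened by trigger with iodide after compound preincubation; score built on the fluorescence ratio of max minus min over baseline; more negative score means more quench and so TMEM16A activation or potentiation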
MrgX1 ag: agonists of human MrgX1 receptor, primary screen, HEK293 cells, Fluo-4 calcium flux; Mas-related G-protein coupled receptor member X1 (Homo sapiens), Q96LB2; Fluo-4 calcium fluorescence, agonist mode; hits give high values; B-score at 10 µM; 0.44% of 310,000 active;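 active means calcium response B-score plate-corrected fluorescence ratio at least 3 library SD, with starting fluorescence B-score inside 5 SD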
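Material: MrgX1-expressing HEK293 cells; input: 15,000 cells per well; doses: test compound given as first of three sequential additions; schedule: overnight plating before 1 h dye loading; technique: Fluo-4 NW calcium-flux fluorescence, kinetic read; evaluation: baseline-normalised fluorescence change ratio, B-scored; control set: plate-wise positive and negative controls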
KCNQ1 block: inhibitors of human KCNQ1 channel, primary screen, cell-based, thallium flux, high-throughput. 1.3% of 310,000 active. CHO-K1 KCNQ1, FluxOR thallium flux fluorescence; hits give high values. B-score at 10 µM. Potassium voltage-gated channel subfamily KQT member 1 (Homo sapiens), P51787. AID 2642, 2010;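 active means compounds whose thallium flux B-score, printed positive for inhibition, exceeds three library SD while starting fluorescence stays within three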;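 further: channel opened by potassium depolarization with thallium stimulus after 20 min compound exposure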
RGS4 inh: RGS4 inhibitors, primary screen, cell-based, HEK293 M3R inducible RGS4, calcium flux. Regulator of G-protein signaling 4 (Homo sapiens), P49798. Fluo-4 calcium flux; hits give high values; triggered by carbachol at its EC20. B-score at 10 µM. 0.45% of 310,000 active. AID 463165, 2010;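 active means B-score, a plate-corrected calcium signal, over three deviations above library mean, with baseline fluorescence within five deviations of library mean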;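 further: RGS4 expression induced by doxycycline in cells with stable M3 receptor; B-score is computed from the integrated fluorescence ratio over baseline after carbachol; higher B-score means a larger calcium signal and so more RGS4 inhibition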
hERG protect: hERG rescue from dofetilide block, primary screen, cell-based, CHO-hERG, FluxOR thallium flux, dofetilide IC70. 0.51% of 310,000 active. activation (rescue from dofetilide block), less the hit threshold, % at 10 µM. AID 1511, 2009. Voltage-gated inwardly rectifying potassium channel KCNH2 (Homo sapiens), Q12809. dofetilide IC70 present;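 active means activation above the mean of controls blocked by dofetilide plus 5 SD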;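 further: thallium influx through hERG after potassium depolarization seen as dye fluorescence rise; in these data hits start at about 4.7%; inactives centre near -7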
* marks the source's active call; other numbers are inactive results; i = inactive; / = no result given.

Molecule	KCNK9 block	KCNQ1 act	KCNK3 inh	RGS4 pot	MrgX1 allo act	ANO1 block	TMEM16A act	MrgX1 ag	KCNQ1 block	RGS4 inh	hERG protect
Fc1ccc(-c2csc(NC3=NCCC3)n2)cc1	i	i	i	i	12*	i	i	i	i	i	-8
Cc1ccc(S(=O)(=O)N2CCN(C)CC2)cc1C	i	i	i	i	i	i	i	i	i	i	-6
CCCCCC1CCC(c2ccc(/C(N)=N/O)cc2)CC1 (centres undefined)	i	i	i	i	i	i	i	i	i	i	-11
O=C(Nc1ccc(N2CCOCC2)cc1)c1cc(F)c(F)cc1Cl	i	i	i	i	i	i	i	i	i	i	-5
CCc1ccc(NC(=O)N(Cc2cccnc2)Cc2ccco2)cc1	i	i	i	i	i	i	i	i	i	i	-13
Nc1nnc(SCC(=O)N2CCN(c3ccccc3)CC2)s1	i	i	i	i	i	i	i	i	i	i	-9
CCCc1cc(=O)[nH]c(SCC(=O)c2ccc(S(=O)(=O)N3CCCC3)cc2)n1	i	i	i	i	i	i	i	i	i	i	-3
NC(=O)Cn1cc(/C=N/NC(=O)c2ccc(Cn3cc(Cl)cn3)o2)c(-c2ccccc2)n1	i	i	i	i	i	i	i	i	i	i	-11
Cc1ccccc1NC(=O)c1ccc2c(c1)CCN2S(C)(=O)=O	i	i	i	i	i	i	i	i	i	i	-5
COC(=O)CN1C(c2ccc(Cl)cc2)=Nc2ccc(Cl)cc2C1c1ccccc1 (centres undefined)	-10*	i	i	i	i	i	i	i	i	i	-12
O=C(NCc1ccccn1)c1cn(Cc2ccccc2)nn1	i	i	i	i	i	i	i	i	i	i	-3
C=C(C)c1ccc(C(C)(C)NC(=O)N2CCN(C)CC2)cc1	i	i	i	i	i	i	i	i	i	i	-11
CCC(C)NC(=O)c1cc2cc3ccc(OC)cc3nc2o1 (centres undefined)	i	i	i	i	i	i	i	i	i	i	-10
O=C(CSc1ncc(C(=O)O)n1-c1ccc(F)cc1)NCc1ccc2c(c1)OCO2	i	i	i	i	i	i	i	i	i	i	-5
Cc1ccc2cc3c(NC(=O)c4cccnc4)nn(C)c3nc2c1	i	i	i	i	i	i	i	i	i	i	-22
CSc1ccccc1NC(=O)COC(=O)c1ccc(O)cc1	i	i	i	i	i	i	i	i	i	i	-11
Cc1ccc(Sc2ccc(C(=O)N(C)C)cc2[N+](=O)[O-])cc1	i	i	i	i	i	i	i	i	i	i	-1
Cn1nc(-c2ccccc2)cc1NC(=O)Nc1ccccc1F	i	i	i	i	i	i	i	i	i	i	-5
Cn1cc(C=O)c2cc(F)ccc21	i	i	i	i	i	i	i	i	i	i	-2
CNC(=S)N/N=C/c1cn(Cc2ccc(C)cc2)c2ccccc12	i	i	i	i	i	i	i	i	i	i	-12
CCOC(=O)C(=O)N1CCN(CC)CC1	i	i	i	i	i	i	i	i	i	i	-4
COc1cccc(CNCc2ccccc2OC)c1	i	i	i	i	i	i	i	i	i	i	-12
CC(C)(C)NC(=O)C(c1ccncc1)N(C(=O)Cn1nnc(-c2ccc(F)cc2)n1)c1ccccc1 (centres undefined)	i	i	i	i	i	i	i	i	i	i	-10
O=C(O)CCCCC1SCC2NC(=O)NC21 (centres undefined)	i	i	i	i	i	i	i	i	i	i	-5
Cc1ccc(C)c(N(CC(=O)NC2CCCC2)C(=O)CNC(=O)c2cccs2)c1	i	i	i	i	i	i	i	i	i	i	-10
C=CCNc1ncnc2c1cnn2-c1cccc(C)c1	i	i	i	i	i	i	i	i	i	i	-11
O=C(O)c1cc(-c2ccccc2Cl)n(-c2ccc(F)cc2)n1	i	i	i	i	i	i	i	i	i	i	-2
CCOC(=O)C(NC(=O)c1ccccc1Cl)(Nc1ccc(C)c(C)c1)C(F)(F)F (centres undefined)	i	i	i	i	i	i	i	i	i	i	-10
CCS(=O)(=O)c1c([N+](=O)[O-])ncn1C	i	i	i	i	i	i	i	i	i	i	-1
O=C(Cn1cncn1)NCc1ccc(Cl)cc1	i	i	i	i	i	i	i	i	i	i	-1
COc1ccccc1NC(=O)NC1(C(=O)N2CCC(C)CC2)CCCCC1	i	i	i	i	i	i	i	i	i	i	-5
CCOC(=O)CNC(=O)CSc1nnc(SCC(=O)NCC(=O)OCC)s1	i	i	i	i	i	i	i	i	i	i	-3
COc1cc(/C=N/NC(=O)C(=O)NCc2ccco2)cc(Br)c1O	i	i	i	i	i	i	i	i	i	i	-8
CC1(c2ccccc2)O[C@@H]2C[C@H]3[C@@H]4CCC5=CC(=O)C=C[C@]5(C)[C@@]4(F)[C@@H](O)C[C@]3(C)[C@]2(C(=O)CO)O1 (some centres undefined)	i	i	i	i	i	i	i	i	i	i	-10
Cc1ccc(NC(=O)C2CCN(S(=O)(=O)c3ccc4c(c3)CC(C)N4C(=O)C3CCC3)CC2)nc1 (centres undefined)	i	i	i	i	i	i	i	i	i	i	-6
COCCCNC(=O)c1cc2c(-c3ccc(Cl)cc3)nn(C)c2s1	i	i	i	i	i	i	i	i	i	i	0
Cc1cc(S(=O)(=O)N2CCN(C(=O)CCC(=O)N3CCOCC3)CC2)ccc1Br	i	i	i	i	i	i	i	i	i	i	-7
Cc1ccc(C(=O)N2CCN(c3ncccn3)CC2)cc1NC1=NC2CS(=O)(=O)CC2S1 (centres undefined)	i	i	i	i	i	i	i	i	i	i	-9
CCOC(=O)C1CCCN(Cc2cc(Br)c(OC)cc2OC)C1 (centres undefined)	i	i	i	i	i	i	i	i	i	i	-12
C=C1C(=O)O[C@@H]2C[C@@H](C)[C@@H]3C=CC(=O)[C@@]3(C)[C@@H](OC(C)=O)[C@H]12	i	i	/	i	i	i	/	33*	i	7.6*	-12
CCc1nnc(NC(=O)Cc2ccc(Br)cc2)s1	i	i	i	i	i	i	i	i	i	i	-13
Cc1oc(-c2ccccc2Cl)nc1CS(=O)CC(=O)NCc1ccc(Cl)cc1 (centres undefined)	i	i	i	i	i	i	i	i	i	i	-6
COc1ccc(-c2[nH]nc(-c3ccccc3)c2-c2nc3ccccc3[nH]2)cc1	i	i	i	i	i	i	i	i	i	i	-6
N#Cc1c(-c2ccccc2)cc2nc3ccccc3n2c1N	i	i	i	i	i	i	i	i	i	i	-5
Cc1ccc(C)c(OCCN2C(=O)NC3(CCc4ccccc4C3)C2=O)c1 (centres undefined)	i	i	i	i	i	i	i	i	i	i	-9
COc1ccccc1NC(=O)Nc1ccc2c(c1)nc(C)n2C	i	i	i	i	i	i	i	i	i	i	-6
CCOC(=O)C(NC(=O)c1cccc(Cl)c1)(Nc1sc2c(c1C(N)=O)CCC2)C(F)(F)F (centres undefined)	i	i	i	i	i	i	i	i	i	i	-10
Cc1ccc(C(=O)NCC(=O)NCC(=O)OCC(=O)c2ccc(F)cc2)cc1	i	i	i	i	i	i	i	i	i	i	-9
Cc1ccc(/C=C(\C#N)C(=O)Nc2cccc(C)n2)cc1	i	i	i	i	i	i	i	i	i	i	-7
COc1ccc([C@H]2[C@H](C(=O)C(C)(C)C)N3N=Cc4ccccc4C3[C@]23N=C(c2ccccc2)OC3=O)cc1 (some centres undefined)	i	i	i	i	i	i	i	i	i	i	-18
CCN(CC)CCCNC(=O)c1cc(-c2ccc(O)cc2)on1	i	i	i	i	i	i	i	i	i	i	-4
O=C(Nc1ncccc1O)c1cccc(S(=O)(=O)N2CCCC2)c1	i	i	i	i	i	i	i	i	i	i	-12
CC(C)NC(=O)CCCc1ccccc1	i	i	i	i	i	i	i	i	i	i	-2
O=[N+]([O-])c1ccccc1OCCCN1CCc2ccccc2C1	i	i	i	i	i	i	i	i	i	i	-6
CC(C)(C)c1nc2ccccc2c2nnc(SCC(=O)NCc3ccco3)n12	i	i	i	i	i	i	i	i	i	i	-7
Cc1ccc(CN2C3=NCCN3c3ccccc32)cc1	i	i	i	i	i	i	i	i	i	i	-10
CNC(=O)c1cc(S(=O)(=O)N2CC(C)OC(C)C2)ccc1N1CCOCC1 (centres undefined)	i	i	i	i	/	/	i	/	i	i	-5
CCCC(=O)n1nc(-c2cccnc2)nc1NCc1ccc(OC)cc1	i	i	i	i	/	/	i	/	i	i	-13
COc1ccc([N+](=O)[O-])cc1NC1C2CC3CC(C2)CC1C3 (centres undefined)	i	i	i	i	i	i	i	i	i	i	-11
CSc1ccc(CN(C)C(=O)c2cccc(S(=O)(=O)N3CCN(Cc4ccccc4)CC3)c2)cc1	i	i	i	i	i	100*	i	i	9*	i	-15

The listing continues.
Molecule	KCNK9 block	KCNQ1 act	KCNK3 inh	RGS4 pot	MrgX1 allo act	ANO1 block	TMEM16A act	MrgX1 ag	KCNQ1 block	RGS4 inh	hERG protect
Cc1cccc(N2CC(O)=C(c3nc4ccccc4n3C)C2=N)c1	i	i	i	i	i	i	i	i	i	i	-7
CC(/C=N\NC(=O)CN1CCN(S(=O)(=O)c2ccc(C)cc2)CC1)=C\c1ccccc1	i	i	i	i	i	i	i	i	i	i	-5
Cn1nnc(NC(=S)NC(=O)c2cccc3c(Cl)cccc23)n1	i	i	i	i	i	i	i	i	i	i	-12
COc1ccccc1CNC(=O)c1ccc2nc3[nH]c4ccccc4c3nc2c1	i	i	i	i	i	i	i	i	i	i	-11
Cc1ccc2nc(-c3ccc(S(=O)(=O)N4CCCCC4)cc3)cn2c1	i	i	i	i	i	i	i	i	i	i	-7
